hiPSC survival – increases survival of single human iPS cells; hiPSC single-cell survival, ATPlite luminescence; 100% = ROCK inhibitor wells, 0% = DMSO; survival enhancement, % at 20 µM; AID 602274; 0.044% of 360,000 active; in the data active means survival enhancement above about 18%;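 further: cells exposed to compounds for 16 hours before the ATP read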
Exocytosis inh – blocks lytic granule exocytosis | TALL-104 LAMP-1 surface exposure, flow cytometry; cells stimulated with thapsigargin and PMA | inhibition, % at 10 µM | 0.66% of 360,000 active | AID 651702;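 active means inhibition above about 55%, limit read from the data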
Peg3 promoter – Peg3 promoter activity inhibition; HeLa PEG-Prom luciferase reporter, luminescence, overnight; inhibition, % at 20 µM; 1.7% of 360,000 active; AID 588405;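 active means inhibition of at least 50% at 20 µM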
NR2E3 ag-1 – NR2E3 (human) agonism; Q9Y5X4; GST-NR2E3/biotin-RetCOR TR-FRET, 1536-well; inhibition of corepressor binding, % at 4.78 µM; 0.12% of 320,000 active; AID 2300;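 active means percent inhibition above the cutoff of mean plus 3 SD of all tested compounds, set per screening campaign, cut at about 20% in these data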;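 further: 0% = DMSO wells and 100% = biotin wells as full block of FRET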
Target sequence (Q9Y5X4 whole entry, looked up): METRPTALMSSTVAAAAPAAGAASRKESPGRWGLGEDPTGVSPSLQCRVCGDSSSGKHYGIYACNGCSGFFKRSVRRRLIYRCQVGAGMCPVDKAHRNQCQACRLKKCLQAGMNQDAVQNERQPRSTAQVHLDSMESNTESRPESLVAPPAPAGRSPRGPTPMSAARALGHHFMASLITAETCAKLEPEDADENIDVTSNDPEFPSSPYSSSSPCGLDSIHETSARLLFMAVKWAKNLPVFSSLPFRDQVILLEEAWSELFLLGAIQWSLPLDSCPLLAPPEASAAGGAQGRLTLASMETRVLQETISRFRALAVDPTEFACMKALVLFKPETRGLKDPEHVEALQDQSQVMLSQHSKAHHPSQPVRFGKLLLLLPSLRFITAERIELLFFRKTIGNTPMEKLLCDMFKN
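Format: 1536-well format; test system: GST-NR2E3 and biotin-RetCOR proteins; read-out basis: percent inhibition of TR-FRET ratio; timing: 5 h incubation at 4 °C; detection: time-resolved FRET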
Vif inh – HIV Vif inhibition. HEK293T cells, Vif self-association by quenched fluorescence, imaging, 24 h. inhibition, % at 7.49 µM. 0.35% of 340,000 active; in the data active means inhibition above about 50%, passing the limit was not always enough; further: some results filed as inactive read as strong as hits
PDI inh – inhibitors of human protein disulfide isomerase; PDI insulin aggregation turbidity, A650, 90 min; 0.052% of 350,000 active; inhibition, % at 10 µM;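 active means mean inhibition across replicates of 30% or more, whatever share of single replicates reach that level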;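 further: absorbance from insulin aggregation driven by PDI reduction with DTT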
Target sequence (P07237 whole entry, looked up): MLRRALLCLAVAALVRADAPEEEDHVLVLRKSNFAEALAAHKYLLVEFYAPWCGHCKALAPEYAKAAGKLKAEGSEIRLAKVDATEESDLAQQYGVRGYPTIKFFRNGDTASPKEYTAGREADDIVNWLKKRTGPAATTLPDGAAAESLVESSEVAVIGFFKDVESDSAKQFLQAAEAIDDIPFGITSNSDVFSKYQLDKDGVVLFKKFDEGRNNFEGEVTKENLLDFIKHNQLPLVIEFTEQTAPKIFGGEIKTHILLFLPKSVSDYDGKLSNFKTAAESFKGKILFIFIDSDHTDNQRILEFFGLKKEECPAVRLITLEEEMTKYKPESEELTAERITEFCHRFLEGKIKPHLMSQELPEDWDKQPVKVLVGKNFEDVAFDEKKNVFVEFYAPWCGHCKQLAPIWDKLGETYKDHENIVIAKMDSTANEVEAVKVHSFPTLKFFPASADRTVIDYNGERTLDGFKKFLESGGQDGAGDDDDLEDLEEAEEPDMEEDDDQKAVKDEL
TRPM1 prom inh – inhibitors of MITF-driven TRPM1 promoter in melanoma cells; AID 488899; SK-MEL-5 TRPM1 promoter luciferase, 24 h; 0.83% of 330,000 active; inhibition, % at 12.5 µM;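 active means mean inhibition across replicates of 60% or more, whatever share of single replicates reaches that level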; further: values of inactives mirror those of a sister screen read the other way
HIF-2a inh – blocks HIF-2a reporter activity. 786-0 RCC cells HIF-2a reporter, luciferase luminescence, overnight. inhibition, % at 18.8 µM. 0.72% of 360,000 active. AID 624352;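 active means inhibition of the luminescence signal of 40% or more relative to plate controls, in a single-dose primary screen at 18.75 µM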
aDG glyco act – increases alpha dystroglycan glycosylation; Pro5-aDG cells, alpha-DG glycosylation AlphaScreen (IIH6); 0% Pro5, 100% B10-LARGE cell signal; activation, % at 10 µM; 0.22% of 360,000 active;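 active means activation of at least 8% versus controls, or a plate z-score of at least 8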;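 further: Pro5 are CHO cells carrying HIG-tagged alpha-DG that lacks glycosylation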
NR2E3 ag-2 – human photoreceptor-specific nuclear receptor agonism; AID 602229; Q9Y5X4; CHO-S Gal4-NCOR/VP16-NR2E3 two-hybrid, luciferase; inhibition of corepressor binding, % at 3.98 µM; 0.35% of 360,000 active;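 active means inhibition above the mean of all tested compounds plus 3 SD, cut at about 70% in these data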;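 further: 0% = DMSO with NR2E3 transfected cells and 100% = cells lacking NR2E3 construct; higher means lower luciferase signal from less NR2E3 corepressor binding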
CaV13 FRET inh – Primary screen for inhibitors of IQ motif and Ca2+-dependent inactivation inhibitor domain binding in CACNA1D, Förster resonance energy transfer in living cells, …. HEK cells, CFP/YFP FRET ICDI-IQ, plate reader, 10 min; percent FRET-ratio fall versus neutral wells. inhibition, % at 12.3 µM. 0.098% of 340,000 active;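 active means mean replicate inhibition of at least 30% and at least 1% of replicates passing that level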;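 further: 0% = median of the neutral control wells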
An asterisk follows results filed as active; . = no result given.

SMILES | hiPSC survival | Exocytosis inh | Peg3 promoter | NR2E3 ag-1 | Vif inh | PDI inh | TRPM1 prom inh | HIF-2a inh | aDG glyco act | NR2E3 ag-2 | CaV13 FRET inh
CC(=O)c1ccc(OC(C)C(=O)Nc2cccc(S(=O)(=O)NCc3ccco3)c2)cc1 (configuration not stated) | 2.8 | 8 | 6 | . | -2 | 9 | 12 | 18 | 0.2 | -19 | -2
c1cc(CNC2=NCCCCC2)ccn1 | -1.4 | -1 | 4 | -3 | -1 | 4 | 4 | -6 | -0.2 | 7 | -3
Cc1ccc(C)c(OCCC(=O)OCC(=O)NNC(=O)c2ccccc2)c1 | 3.1 | 0 | 2 | 2 | 4 | 11 | -1 | 6 | 0.1 | -55 | -3
O=C(COC(=O)c1cc(Br)ccc1O)Nc1cccnc1Cl | 0.2 | 1 | -2 | 3 | -2 | -5 | 0 | 16 | -0.1 | -28 | -7
CN1CCN(NC(=O)c2cc(S(=O)(=O)Nc3ccc(Cl)cc3)ccc2Cl)CC1 | 0.4 | 5 | 6 | -2 | -3 | 6 | -3 | 21 | 0.0 | 27 | -14
CCSc1nc2c(sc3ccccc32)c(=O)n1C(C)C | -0.3 | -2 | 16 | 6 | 1 | 2 | 2 | 8 | -0.1 | 0 | -5
CN(Cc1cn(C)nc1-c1cccc(Cl)c1)C1CCOCC1 | -2.3 | 2 | 4 | 2 | . | 1 | 4 | 6 | -0.3 | -18 | -4
O=C(c1cc(-c2ccccc2)on1)N1CCN(C(=O)c2ccco2)CC1 | 2.1 | 0 | -46 | 5 | -1 | 10 | -10 | -75 | -0.1 | -34 | -7
CC1(C)CC(=O)C2=C(C1)N(Cc1ccccc1)C(=O)C2(O)C(F)(F)F (configuration not stated) | 2.7 | -2 | 16 | 2 | -6 | 1 | 11 | 8 | -0.3 | -21 | .
CCCNC(=O)c1cc2c3ccccc3n(C)c2s1 | -1.6 | -2 | -3 | -2 | -15 | 2 | 2 | -24 | 0.4 | -9 | -3
CCc1ccc(C=C2SC(=S)N(CCCC(=O)Nc3ccc(C(=O)O)cc3)C2=O)cc1 | -3.3 | 2 | -68 | . | . | -1 | . | 51* | 0.0 | 4 | -10
O=C(Nc1ccccn1)c1ccc(Cl)s1 | -0.6 | -2 | -331 | 0 | -20 | 1 | -151 | -257 | 0.2 | -78 | .
Cn1c(-c2ccc3c(c2)OCO3)cnc1NCc1ccccc1Cl | -1.6 | 33 | -163 | -3 | 0 | 1 | -67 | -176 | 0.8 | -85 | 3
CCOc1cccc(NC(=O)C2CC(=O)N(C)C(=Nc3ccccc3)S2)c1 (configuration not stated) | 0.2 | 2 | 25 | 0 | 4 | 5 | 11 | 8 | 0.1 | 34 | .
Cc1ccc(S(=O)(=O)N2C[C@]3(O)C[C@@H]4C(=O)N(c5ccccc5)C(=O)[C@@H]4C[C@]3(OC(=O)Nc3c(C)noc3C)C2)cc1 | 3.5 | 0 | -12 | . | 0 | -2 | . | 7 | 0.1 | 12 | -2
O=C(c1ccccc1)c1ccsc1C(=O)c1ccccc1 | -1.7 | 2 | 10 | . | 19 | -2 | . | -3 | -0.1 | 30 | -7
Cc1ccc(S(=O)(=O)N2CCCC2)s1 | 0.2 | 1 | 26 | 0 | -3 | 3 | -5 | 12 | -0.2 | -19 | -5
COc1ccc(C(=O)Nc2ccc(NC(C)=O)cc2)cc1S(=O)(=O)N1CCCCC1C (configuration not stated) | 1.3 | 5 | 20 | 2 | -1 | 14 | . | 25 | -0.1 | 5 | .
N#CCSc1nn(-c2ccc(F)cc2)c(=S)s1 | 0.7 | -2 | 12 | 0 | 1 | -2 | 6 | 0 | 0.4 | -14 | -6
Cc1cccc(C)c1NC(=O)C1CCCN1C(=O)NCc1ccccc1 (configuration not stated) | -0.7 | -2 | 9 | -1 | . | -13 | 8 | 14 | 0.0 | -21 | -5
COC1(c2ccccc2)NC(=S)NN=C1c1ccccc1 (configuration not stated) | -1.0 | 3 | 5 | 1 | -8 | 2 | 2 | 19 | 2.3 | -38 | .
CCOC(=O)CSC1=C(C#N)C(c2ccc(C)cc2)C(C(=O)OC)C(=O)N1 (configuration not stated) | -0.2 | -6 | 12 | 1 | 1 | 1 | 18 | 23 | 0.2 | -22 | .
NC(N)=Nc1nc2ccc(Cl)cc2c(=O)[nH]1 | -2.2 | -2 | -4 | 0 | 0 | -6 | 14 | -2 | 1.1 | 3 | -1
S=C(Nc1cccnc1)NC1CCCC1 | -2.4 | -1 | 9 | -2 | 2 | -6 | 13 | 14 | 0.1 | 7 | -6
CC(=O)Oc1ccc(/C=C/c2nc3ccccc3c(=O)o2)cc1 | -0.6 | 14 | 16 | 3 | 1 | 0 | 3 | -42 | 0.0 | -33 | -4

Given with two lines to a compound: part of the list above
Value order – hiPSC survival | Exocytosis inh | Peg3 promoter | NR2E3 ag-1 | Vif inh | PDI inh | TRPM1 prom inh | HIF-2a inh | aDG glyco act | NR2E3 ag-2 | CaV13 FRET inh
CC(=O)c1ccc(OC(C)C(=O)Nc2cccc(S(=O)(=O)NCc3ccco3)c2)cc1 (configuration not stated)
    2.8 | 8 | 6 | . | -2 | 9 | 12 | 18 | 0.2 | -19 | -2
c1cc(CNC2=NCCCCC2)ccn1
    -1.4 | -1 | 4 | -3 | -1 | 4 | 4 | -6 | -0.2 | 7 | -3
Cc1ccc(C)c(OCCC(=O)OCC(=O)NNC(=O)c2ccccc2)c1
    3.1 | 0 | 2 | 2 | 4 | 11 | -1 | 6 | 0.1 | -55 | -3
O=C(COC(=O)c1cc(Br)ccc1O)Nc1cccnc1Cl
    0.2 | 1 | -2 | 3 | -2 | -5 | 0 | 16 | -0.1 | -28 | -7
CN1CCN(NC(=O)c2cc(S(=O)(=O)Nc3ccc(Cl)cc3)ccc2Cl)CC1
    0.4 | 5 | 6 | -2 | -3 | 6 | -3 | 21 | 0.0 | 27 | -14
CCSc1nc2c(sc3ccccc32)c(=O)n1C(C)C
    -0.3 | -2 | 16 | 6 | 1 | 2 | 2 | 8 | -0.1 | 0 | -5
CN(Cc1cn(C)nc1-c1cccc(Cl)c1)C1CCOCC1
    -2.3 | 2 | 4 | 2 | . | 1 | 4 | 6 | -0.3 | -18 | -4

More structures:
SMILES | hiPSC survival | Exocytosis inh | Peg3 promoter | NR2E3 ag-1 | Vif inh | PDI inh | TRPM1 prom inh | HIF-2a inh | aDG glyco act | NR2E3 ag-2 | CaV13 FRET inh
COc1ccc(-c2nc(CSCC(=O)NC3CCCC3)c(C)o2)cc1OC | 0.2 | -6 | 9 | -2 | -1 | 4 | 3 | -3 | 0.0 | -41 | -2
COc1ccc(NC(=O)CSc2nc(C)cc(C)n2)c([N+](=O)[O-])c1 | 3.7 | -5 | 8 | 3 | -2 | -1 | -5 | 14 | 0.5 | -15 | -7
COc1cccc2sc3cc(NCc4ccc(C)o4)ccc3c(=O)c12 | -3.0 | -5 | -259 | . | -9 | -9 | -82 | -229 | 0.7 | -21 | -9
Cc1cccc(C(=O)NNC(=O)c2n[nH]c(=O)c3ccccc23)c1C | -1.4 | 9 | -38 | 4 | -3 | -1 | -16 | -72 | 0.3 | -23 | -2
COC(=O)C1=C(C)N(CCc2ccccc2)C(=O)C1(NS(=O)(=O)c1ccc(NC(C)=O)cc1)C(F)(F)F (configuration not stated) | -0.6 | 5 | 5 | 1 | . | 5 | 11 | 10 | 0.0 | 0 | -8
O=C1C2C3C=CC(CC3)C2C(=O)N1/N=C/c1ccccc1O (configuration not stated) | -2.0 | 2 | -12 | -1 | -4 | 1 | -7 | -25 | -0.1 | -6 | -5
Cc1cccc(-c2noc(C3CCCCC3)n2)c1 | -3.3 | 2 | -225 | 2 | -4 | 2 | -41 | -201 | -0.4 | -29 | -4
CCCNC(=O)C1(C)CCN(C(=O)c2oc3ccccc3c2C)C1 (configuration not stated) | 0.3 | -4 | -8 | . | . | -4 | . | 13 | 0.2 | 5 | -4
C=CCCCOc1ccc(C(=O)O)cc1 | 2.2 | -6 | 6 | 3 | 58* | -2 | 6 | 0 | 0.0 | 7 | -12
O=C1CSc2ccc(C(=O)Nc3cccc(S(=O)(=O)Nc4ccc(Br)cc4)c3)cc2N1 | -1.7 | 63* | 31 | 8 | -10 | -9 | 33 | 15 | 0.3 | 31 | 0
COc1ccccc1CNC(=O)c1ccncc1 | -0.8 | 15 | 9 | 0 | 8 | 0 | -6 | 5 | 0.0 | -12 | -4
COc1ccc(COC(=O)C2CC(=O)N(Cc3ccccc3)C2)cc1 (configuration not stated) | -2.4 | -12 | 1 | -2 | 0 | -1 | -1 | 4 | 0.0 | -20 | -5
Cc1cccc(C)c1NC(=O)Cn1nnc(-c2ccc(CN3CCC(C)CC3)cc2)n1 | -0.1 | -4 | 0 | 2 | 14 | 2 | -5 | 19 | 0.5 | -8 | 2
CC(C)CN(C(=O)CN1CCN(c2ccc([N+](=O)[O-])cc2)CC1)c1c(N)n(CC(C)C)c(=O)[nH]c1=O | 0.4 | 1 | 1 | -2 | 8 | 0 | 10 | 13 | -0.3 | -8 | -3
Cc1cc(C(=O)OCC(=O)NC2CCCC2)c2ccccc2n1 | 0.5 | 0 | 9 | . | . | 4 | 2 | 4 | -0.4 | 1 | -4
Cn1c(=O)n(CCN2CCOCC2)c(=O)c2c1nc1n2CCN1c1ccc(Oc2ccccc2)cc1 | 5.4 | -1 | -15 | . | 5 | 1 | 2 | 0 | 0.1 | -3 | .
O=C(O)CC/C(=C\c1ccccc1[N+](=O)[O-])c1nc2ccccc2s1 | -0.5 | 0 | 10 | 3 | 9 | -3 | 10 | 15 | 0.0 | -27 | -2
COc1ccccc1NC(=O)CSc1nc2ccccc2c(=O)n1C | -0.7 | 1 | 26 | 6 | -28 | 7 | 0 | 19 | 1.2 | 16 | -5
CC(=O)N1CCN(C(=O)c2ccc(NS(=O)(=O)c3ccc(Cl)c(Cl)c3)cc2)CC1 | 0.3 | -1 | -16 | . | -13 | 8 | 2 | 2 | 0.2 | 1 | -7
CC1CCCC(NC(=O)CSc2cccc[n+]2[O-])C1C (configuration not stated) | -1.9 | 0 | 9 | . | 2 | -3 | 8 | 13 | 0.3 | -12 | -2
COc1ccc(OC)c(NC(=O)Nc2nnc([C@@H]3O[C@H](CO)[C@@H](O)[C@H]3O)s2)c1 | 3.8 | -20 | 4 | . | -3 | -26 | . | 3 | -0.1 | -27 | -4
O=C1CCCC2=C1C1(CCCCC1)N=C(Nc1nc3ccccc3o1)N2 | 1.5 | 1 | 14 | -1 | -2 | -1 | 22 | -22 | -0.1 | -19 | -3
O=C(c1cnc2ccc3ccccc3c2c1)c1cc(F)ccc1O | -1.0 | -4 | -20 | 0 | -8 | 2 | 9 | -45 | -0.1 | -36 | -5
Cn1nccc1C(=O)Nc1cccc(S(=O)(=O)N2CCOCC2)c1 | 0.2 | 1 | 6 | -2 | 4 | 11 | -9 | 15 | -0.2 | -26 | .
CNc1nc(-c2ccccn2)nnc1-c1ccccc1 | -3.9 | -2 | 20 | -5 | 1 | 0 | 4 | 11 | 1.3 | -22 | .
O=[N+]([O-])c1cccnc1-n1cnc2ccccc21 | -2.1 | 4 | 0 | 1 | 10 | 17 | 6 | 15 | 0.8 | -2 | -5
CCOc1ccc2nc(N3CCCC(C(=O)NCC4CCCO4)C3)sc2c1 (configuration not stated) | -0.8 | -2 | -144 | -1 | -2 | 1 | -36 | -169 | 0.1 | -12 | -14

From PubChem
